MazEF act: activators of E. coli MazEF toxin-antitoxin RNase. FAM/BHQ RNA-DNA oligo cleavage fluorescence, 5 h. activation, % at 20 µM. AID 504720. 350,000 compounds, 0.32% hits; in the data active means activation above about 50%
Target sequence (P0AE70 whole entry, looked up): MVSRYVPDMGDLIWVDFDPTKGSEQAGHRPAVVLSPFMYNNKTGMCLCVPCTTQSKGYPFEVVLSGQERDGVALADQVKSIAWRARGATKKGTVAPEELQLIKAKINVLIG
Rv3671c inh: inhibitors of M. tuberculosis serine protease Rv3671c; P9WHR9; inhibition, % at 5.96 µM; 320,000 compounds, 0.048% hits; AID 2606; in the data active means inhibition above about 38%;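 further: extracellular domain of Rv3671c used as enzyme; 0% = enzyme with DMSO and 100% = no enzyme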
GDH-TPI inh: counter-screen for M. tuberculosis FBA inhibitors: GDH-TPI coupled enzymes. GDH-TPI coupled enzyme counterscreen, NADH absorbance. AID 588335. inhibition, % at 4.8 µM. 360,000 compounds, 1.2% hits; in the data active means inhibition above about 30%;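 further: 0% = DMSO wells and 100% = wells lacking the enzyme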
FBA Mtb inh: inhibitors of M. tuberculosis fructose-bisphosphate aldolase | P9WQA3 | purified M. tuberculosis FBA, fluorescence read-out | inhibition, % at 1 µM | 360,000 compounds, 2.3% hits; in the data active means inhibition above about 27%;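 further: 0% = vehicle and 100% = reference inhibitor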
Target sequence (P9WQA3 whole entry, looked up): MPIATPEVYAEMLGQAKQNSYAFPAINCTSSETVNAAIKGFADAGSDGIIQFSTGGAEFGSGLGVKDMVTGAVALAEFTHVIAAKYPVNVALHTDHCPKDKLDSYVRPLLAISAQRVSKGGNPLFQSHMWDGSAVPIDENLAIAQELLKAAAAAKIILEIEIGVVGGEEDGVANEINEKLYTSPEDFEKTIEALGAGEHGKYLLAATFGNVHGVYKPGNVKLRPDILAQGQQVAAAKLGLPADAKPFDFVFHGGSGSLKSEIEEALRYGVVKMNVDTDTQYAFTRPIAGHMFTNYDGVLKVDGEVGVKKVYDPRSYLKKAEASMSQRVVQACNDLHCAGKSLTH
BoNT F protease: inhibitors of Botulinum neurotoxin F light chain protease | Multiplex microsphere protease cleavage assay, flow cytometry | inhibition, % at 10 µM | 360,000 compounds, 0.22% hits | AID 588497; in the data active means inhibition above about 35%, passing the limit was not always enough; inconclusive means no clear call, values can overlap the other calls; further: plate controls were buffer without enzyme for full effect and enzyme alone for no effect
UGM FP inh: inhibitors of M. tuberculosis UDP-galactopyranose mutase. 320,000 compounds, 0.06% hits. purified UGM, fluorescence polarization probe displacement. inhibition, % at 10 µM. AID 504406. P9WIQ1; in the data active means inhibition above about 10%, passing the limit was not always enough; inconclusive means no clear call, values can overlap the other calls
Target sequence (P9WIQ1 whole entry, looked up): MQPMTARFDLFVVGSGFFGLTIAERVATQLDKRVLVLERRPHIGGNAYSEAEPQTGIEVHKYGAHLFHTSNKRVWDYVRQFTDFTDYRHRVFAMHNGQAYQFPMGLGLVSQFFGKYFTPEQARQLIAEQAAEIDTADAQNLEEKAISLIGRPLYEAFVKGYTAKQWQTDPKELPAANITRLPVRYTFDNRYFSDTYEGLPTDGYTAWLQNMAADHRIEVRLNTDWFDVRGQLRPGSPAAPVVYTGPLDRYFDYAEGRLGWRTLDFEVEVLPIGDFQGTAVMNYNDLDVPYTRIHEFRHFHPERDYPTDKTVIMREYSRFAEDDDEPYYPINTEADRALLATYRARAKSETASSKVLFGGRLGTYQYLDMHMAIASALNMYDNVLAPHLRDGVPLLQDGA
FadD28 binding: inhibitors of Mycobacterium tuberculosis FadD28 bisubstrate binding; AID 588549; inhibition, % at 12.5 µM; FadD28 bisubstrate probe binding, fluorescence polarization; 360,000 compounds, 0.22% hits; in the data active means inhibition above about 8.5%, passing the limit was not always enough; inconclusive means no clear call, values can overlap the other calls
BioA inh: BioA (M. tuberculosis) enzyme inhibition | 360,000 compounds, 0.096% hits | inhibition, % at 9.99 µM | purified M. tuberculosis BioA enzyme, plate reader | AID 602481; in the data active means inhibition above about 40%; inconclusive means no clear call, values can overlap the other calls
PrPC surface inh: inhibitors of human cell surface prion protein PrPC | inhibition, % at 13.8 µM | AID 720596 | 370,000 compounds, 0.43% hits | P04156 | TR-FRET read-out; in the data active means inhibition above about 24%; further: 0% = median of the test wells and 100% = reference compound wells
* = called active by the depositor; ? = inconclusive; nt = not tested or not shown; + = active, no number.

The line under a structure holds: MazEF act	Rv3671c inh	GDH-TPI inh	FBA Mtb inh	BoNT F protease	UGM FP inh	FadD28 binding	BioA inh	PrPC surface inh
- CC(Oc1ccc(F)cc1)C(=O)Nc1cc(S(=O)(=O)N2CCCCC2)ccc1N1CCN(C)CC1 (stereo not given)
→ 2	nt	3	0	5	nt	0.0	0.0	7
- CN1CCc2ccc(NC(=O)c3ccc(C(F)(F)F)cc3)cc2C1
→ 4	1	-3	0	14	-2.2	-3.9	2.1	-18
- CSc1ccccc1OCc1cc(C(=O)NCCCc2ccccc2)no1
→ -13	-5	6	0	-1	1.2	-1.9	-0.7	0
- O=C(O)c1ccccc1C(=O)Nc1ccccc1NC(=O)c1ccccc1C(=O)O
→ 1	1	19	4	nt	-1.2	-1.1	-0.9	-5
- CC[C@H](C)[C@H](NC(N)=O)C(=O)Nc1ccc(NC(C)=O)cc1
→ 2	4	2	1	2	0.0	-2.6	0.7	0
- O=C1OC(OC2CCCCC2)(c2ccccc2)c2ccccc21 (stereo not given)
→ -6	2	1	-6	-11	0.7	-3.7	0.8	-2
- O=S1(=O)CCC(NC(=S)SCCOc2ccccc2)C1 (stereo not given)
→ -28	2	4	0	-7	-1.5	-2.5	0.7	4
- O=c1[nH]c(-[n+]2ccc3ccccc3c2)c(/C=N/N=C(\[O-])c2ccccc2)s1
→ -10	10	31*	3	-2	2.6	-2.0	2.9	7
- O=c1c2ccccc2sc2ccc(Cl)cc12
→ -1	-11	4	8	-2	-1.1	-0.9	nt	3
- COCCNC(=O)[C@H]1C[C@@H]1[C@H](NP(=O)(c1ccccc1)c1ccccc1)c1ccccc1
→ 6	2	3	0	6	1.9	-0.7	-1.9	nt
- COc1cc(OC)c(N(C)C(=O)CCNC(=O)Cn2cnc3ccccc3c2=O)cc1Cl
→ 4	-3	5	3	-3	-2.0	-0.1	-0.2	-10
- O=C(Nc1cccs1)OCCN1CCN(Cc2ccccc2)CCC1=O
→ -2	11	6	-1	-2	0.7	-3.5	5.7	-1
- O=C(NCc1ccc(F)cc1)C(=O)NCC1OCCN1S(=O)(=O)c1cc(F)ccc1F (stereo not given)
→ 2	nt	12	1	-1	nt	-0.3	-0.5	0
- CS(=O)(=O)N1CCCC(C(=O)NC2CCCCCCC2)C1 (stereo not given)
→ 4	-13	2	2	-7	0.9	0.4	-1.8	-6
- Cc1cnc(CNC(=O)CC2C(=O)NCCN2Cc2cccc(F)c2F)cn1 (stereo not given)
→ -4	-1	3	2	3	0.7	0.2	-2.4	-3
- CC1CN(c2nn3c(=O)c4ccccc4nc3c3ccccc23)CC(C)O1 (stereo not given)
→ 5	7	19	3	2	-2.3	-5.3	nt	0
- Brc1ccc(CSc2nnc(-c3cccnc3)o2)cc1
→ -13	-4	3	1	2	0.3	-2.6	nt	9
- COC(=O)Cn1c(=NC(=O)c2ccc(OC)c(OC)c2)sc2cc(OC)ccc21
→ -2	-15	20	5	2	0.2	-0.9	nt	4
- CC(C)Cc1cc(C(=O)NCCCN2CCOCC2)no1
→ 6	-2	1	2	1	-1.2	0.3	-5.0	-5
- Cc1ccccc1NC(=O)COc1ccc2c(c1)OC(C)(C)CC2=O
→ -1	3	-5	-1	-8	-4.1	-0.2	-1.1	-6
- Cn1cccc1/C=C1/C(=O)NC(=O)N(Cc2ccccc2)C1=O
→ -14	-15	-1	-15	2	-1.7	0.8	nt	-2
- COc1ccc(C(=O)NCCCc2ccccc2)cc1
→ -3	-1	7	2	-12	-0.2	-1.5	11	3
- C=CCNc1nc(C2(C)CC3(CC(C)(C)OC3=O)C(=O)O2)cs1 (stereo not given)
→ 2	3	-6	2	2	-2.9	-4.3	1.2	0
- Cc1c(C(C)NC(=O)Nc2ccc(F)cc2F)cnn1C (stereo not given)
→ -2	4	9	-1	?	1.3	0.7	-1.0	2
- O=C(NNC(=O)c1cc(F)c(F)cc1Cl)c1ccc(NS(=O)(=O)c2cccs2)cc1
→ 5	-9	4	1	4	1.9	1.0	0.6	8
- COc1ccc(-c2csc3ncnc(Oc4cccc5ccc(C)nc45)c23)cc1
→ -5	-15	6	2	-10	-3.4	0.2	nt	4
- Cc1ccc(C2=CC(=O)CC(C)(C)C2)cc1
→ -12	1	16	4	-5	2.3	-1.2	0.2	4
- COC(=O)[C@H](CC(C)C)NC(=O)NCCCc1ccccc1
→ -4	12	-5	-2	0	-1.3	-3.4	9.0	-5
- O=C(NC1CCCC1)C(c1ccncc1)N(Cc1ccccc1)C(=O)c1ccc(-c2ccccc2)[nH]1 (stereo not given)
→ -6	-7	4	4	-4	-2.3	-11	nt	26*
- O=C(NCc1ccc(F)cc1)C1(c2cccs2)CCOCC1
→ 13	6	17	-1	0	3.2	0.2	0.3	7

Profiles as entered above.
Cc1ccc(C2=CC(=O)CC(C)(C)C2)cc1 in the list: MazEF act: -12; Rv3671c inh: 1; GDH-TPI inh: 16; FBA Mtb inh: 4; BoNT F protease: -5; UGM FP inh: 2.3; FadD28 binding: -1.2; BioA inh: 0.2; PrPC surface inh: 4
O=C(NNC(=O)c1cc(F)c(F)cc1Cl)c1ccc(NS(=O)(=O)c2cccs2)cc1 in the list: MazEF act: 5; Rv3671c inh: -9; GDH-TPI inh: 4; FBA Mtb inh: 1; BoNT F protease: 4; UGM FP inh: 1.9; FadD28 binding: 1.0; BioA inh: 0.6; PrPC surface inh: 8

The listing continues:
The line under a structure holds: MazEF act	Rv3671c inh	GDH-TPI inh	FBA Mtb inh	BoNT F protease	UGM FP inh	FadD28 binding	BioA inh	PrPC surface inh
- CCOC(=O)c1ccc2[nH]c(C)c(CCC(C)=O)c(=O)c2c1
→ 8	12	21	20	-6	-0.9	-0.2	0.8	1
- O=C(c1cccc(C(F)(F)F)c1)N(c1ccccn1)C1CCCCC1
→ 14	5	-3	3	4	2.5	-0.1	nt	-2
- COCCNS(=O)(=O)c1ccc2c(c1)C(=O)c1cc(S(=O)(=O)NCCOC)ccc1-2
→ 0	2	-1	-3	1	0.2	-1.6	nt	-61
- NC(=O)c1cnccn1
→ 10	6	4	-2	13	nt	0.0	0.0	-1
- O=C(Oc1ccccc1)N1CCOCC1
→ -1	-4	6	-6	9	1.2	-2.3	-1.8	-4
- CCCn1c(N)c(C(=O)CSc2nc(C)nc3sc(C)c(C)c23)c(=O)[nH]c1=O
→ -5	-7	13	5	20	3.0	-0.5	0.1	-5
- Cc1nc(C(=O)NCCC(C)C)sc1C1(C)CC(c2cccc([N+](=O)[O-])c2)=NO1 (stereo not given)
→ 2	nt	5	5	2	nt	-0.5	-0.5	-4
- CCn1nc([N+](=O)[O-])c(C(C#N)c2nc3ccccc3n2C)c(Cl)c1=O (stereo not given)
→ 1	-3	3	-10	-6	3.5	1.0	1.7	-13
- Cc1cccc(-n2c(Cc3ccccc3)nnc2SCc2ccc([N+](=O)[O-])cc2)c1
→ -6	3	2	-7	2	1.5	-4.0	-0.4	11
- CC1CCCC(NC(=O)CCNC(=O)c2ccc(Cl)cc2)C1C (stereo not given)
→ -10	-2	5	2	4	-1.0	-1.0	nt	3
- NS(=O)(=O)c1cccnc1Nc1ccc(Cl)c(Cl)c1
→ 1	1	0	4	19	nt	-2.7	3.4	2
- Cc1nnc(SCC(=O)N2CCCC(N3CCN(c4ccc(F)cc4)CC3)C2)o1 (stereo not given)
→ 2	-1	-10	-4	7	-1.7	-2.8	-1.4	-2
- Cc1ccc2nc(/C(C#N)=C\c3ccc(OC(=O)c4cccs4)cc3)[nH]c2c1
→ -5	-30	18	36*	-8	0.3	1.5	4.4	-6
- Cc1cc(S(=O)(=O)N2CCN(c3ccccn3)CC2)c(C)cc1Cl
→ -22	-3	4	-1	?	-0.9	-0.2	1.8	0
- COc1cccc(Nc2ccccc2C(=O)O)c1
→ 6	11	7	-2	2	2.3	1.1	nt	6
- COC(=O)Cc1c(C)c2ccc(O)c(CNCc3ccc(OC)c(OC)c3)c2oc1=O
→ 4	nt	24	+	9	1.5	1.0	-1.1	25*
- Cc1nc2ccccc2n1C1CCN(Cc2nnnn2CCc2ccccc2)CC1
→ 1	-7	-7	3	-6	1.5	-3.3	2.7	-11
- Cc1cc(C)cc(-n2nnnc2SCC(=O)Nc2nc(-c3ccc(Cl)cc3)cs2)c1
→ -10	-15	-6	-4	0	-1.0	-3.9	-1.9	-1
- O=C(C1CCCN(S(=O)(=O)c2cccc3cccnc23)C1)N1CCN(c2ccc(F)cc2)CC1 (stereo not given)
→ 11	1	5	-1	-9	0.5	-0.4	-1.8	-4
- c1ccc2c(NCC3CCCO3)nc(-c3ccncc3)nc2c1 (stereo not given)
→ 6	-4	13	5	-1	1.0	-1.9	0.1	-15
- O=C(Cc1ccc(F)cc1)Nc1nccs1
→ 9	9	0	2	42*	1.2	-2.8	-2.6	-1
- Cc1c(Cl)cccc1N(Cc1ccc(C(=O)O)cc1)S(=O)(=O)c1ccccc1
→ 3	-3	-3	-1	-3	0.6	-0.6	nt	-2
- COc1ccc(-c2noc(N3CCCC(C(=O)Nc4cc(F)ccc4F)C3)n2)cc1 (stereo not given)
→ -3	5	-9	1	-4	0.3	-4.5	0.1	-9
- Cc1ccc(C)c(NC(=S)NCCCN2CCOCC2)c1
→ 10	-1	4	5	9	2.8	-0.2	nt	3
- CC1(C)Oc2ccc3ccc(=O)oc3c2/C(=C/N)C1=O
→ -1	0	16	1	6	-1.2	-4.9	0.2	-7
- CCOC(=O)C1CCCN(C(=O)c2ccc3c(c2)OCCO3)C1 (stereo not given)
→ -6	nt	0	-1	-9	nt	0.9	0.1	-2
- CN1CCCC(C)(C(=O)Nc2cccc(Oc3ccccc3)c2)C1 (stereo not given)
→ nt	nt	9	0	1	nt	-3.0	-0.8	-10
- CCNC(=O)C1CCCN(Cc2ccc3ccccc3c2Br)CC1 (stereo not given)
→ nt	nt	-3	2	-4	nt	-1.9	1.3	nt
- Cc1ccc2nc(C3CCCCC3)c(Cc3ccccc3C(F)(F)F)n2c1
→ nt	nt	nt	4	-6	nt	-1.9	-1.8	-2
- NC(=O)c1ccc2c(=O)c(O)c(-c3cc(Cl)c(N)c(Cl)c3)[nH]c2c1
→ -12	17	7	21	-22	-0.9	-5.8	0.2	29*
- Cc1occc1C(=O)NNS(=O)(=O)c1ccc([N+](=O)[O-])cc1
→ 5	-8	7	1	5	-0.2	nt	-0.9	-8
- COc1ccc(CCNC(=O)COC(=O)c2ccc(N3CCCC3=O)cc2)cc1OC
→ 8	3	-5	-8	-2	1.6	-3.5	1.8	8
- Cc1cc(C(=O)N/N=C/c2c3ccccc3cc3ccccc23)n[nH]1
→ 1	-14	3	-2	-4	-0.6	-5.4	-1.2	-14
- COc1ccc(NC(=O)N2CCCC2)cc1OC
→ 3	6	9	1	4	-1.0	-1.8	1.2	1
- COc1ccccc1N(C(=O)CNC(=O)c1ccco1)C(C(=O)NC1CCCC1)c1ccco1 (stereo not given)
→ 9	2	-1	-7	18	-2.0	-3.6	nt	-3
- Cc1ccc([N+](=O)[O-])c(OCCCNCC(C)O)c1 (stereo not given)
→ -3	-2	-4	0	-9	1.8	-1.8	nt	-1
- O=C(NCCCN1CCOCC1)c1ccc(S(=O)(=O)Nc2ccccc2)cc1
→ -2	-1	6	4	-3	2.1	-1.8	-0.7	-10
- CCOC(=O)c1c(C)nc2ncccn12
→ 7	1	17	75*	-5	0.6	-0.8	-1.3	9
- CCCn1cnc2c(SCc3ccccc3F)nc(N)nc21
→ 2	nt	6	2	-8	nt	-3.2	5.7	2
- COc1ccc(N(CC(=O)NC2CC3CCC2C3)S(=O)(=O)c2ccccc2)cc1Cl (stereo not given)
→ 6	nt	-7	-4	2	1.9	-7.8	0.3	7
- O=C/C(=C\Nc1ccc(Cl)cn1)c1nc2ccccc2o1
→ 3	-8	3	3	4	-2.9	-0.6	-0.2	8
- COC(=O)/C(=C\c1ccc(O)cc1)c1nc2ccccc2[nH]1
→ -3	2	9	2	-6	-1.5	-2.6	nt	-5
- Cc1ccc(C)c(CC(=O)N2CCCC(c3cc(C(=O)Nc4ccc5c(c4)OCO5)no3)C2)c1 (stereo not given)
→ nt	nt	0	1	-2	nt	-2.2	-1.9	4
- O=C(CCC(=O)OCC(=O)c1cccc([N+](=O)[O-])c1)Nc1cccc(Cl)c1Cl
→ -1	4	3	0	-11	1.5	-2.1	0.5	-16
